MBNL1-CUG inh: blocks human MBNL1 binding to CUG repeat RNA; 0.036% of 280,000 active; AID 2675; TR-FRET MBNL1-His/biotin-(CUG)12 binding, 665/545 ratio; Q9NR56; Potency, µM (doses to about 57.5 µM), without a hit: at the highest dose activity change, negative = inhibition, hits mostly inhibitors; active = well fitted inhibition curve with a large enough effect in the signal ratio, with a control signal flat, not every such curve was filed as active; inconclusive = small, poorly fitted or top-dose-only effect, or effect the other way, or a change in a side signal; inactive = no such curve, though single readings can be large or run the other way; the % refers to the signal ratio; note: % is set by controls: 0 for no effect and ±100 for the full control effect
Target sequence (Q9NR56 whole entry, looked up): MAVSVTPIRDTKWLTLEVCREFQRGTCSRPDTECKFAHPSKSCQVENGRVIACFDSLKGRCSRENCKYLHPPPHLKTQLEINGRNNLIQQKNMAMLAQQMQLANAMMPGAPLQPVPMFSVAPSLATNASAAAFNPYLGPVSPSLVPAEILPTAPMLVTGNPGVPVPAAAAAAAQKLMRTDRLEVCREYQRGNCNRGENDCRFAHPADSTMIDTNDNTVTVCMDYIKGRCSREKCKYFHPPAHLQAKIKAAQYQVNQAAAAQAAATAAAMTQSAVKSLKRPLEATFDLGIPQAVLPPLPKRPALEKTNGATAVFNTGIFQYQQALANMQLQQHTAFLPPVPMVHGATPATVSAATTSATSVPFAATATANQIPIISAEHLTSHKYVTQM
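MBNL1-His + Biotin-(CUG)12, cpd titration 92 nM–58 uM; Tb anti-His Ab 0.055 ng/ul, SA-XL665 5 nM (final); 60 min RT; ratiometric 665/545 nm, Ex 340 nm; normalized to buffer and full-complex controls.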
p53 reactivator: mutant p53 re-activation in reporter cells | H1299 p53-A138V BP100-luciferase reporter, luminescence, 24 h | Potency, µM (titrated, usually from 92.2 µM), inactives show at the highest dose activity change, positive = activation, most hits filed as activators | 0.063% of 320,000 active; note: % of control where 0% means no effect; nearly all actives have a fitted effect of over 45% in size
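p53-null H1299 cells stably carrying temperature-sensitive p53-A138V and a BP100-luciferase reporter were pinned with compounds (4-point, 1:5 series) and held 24 hrs at 37 deg C. Luminescence was read 10 min after detection reagent.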
uPA surface inh: cell surface uPA generation inhibition | cell surface uPA generation assay, qHTS | Potency, µM (doses to about 38.3 µM), for inactives: at the top dose activity change, negative = inhibition, actives largely listed as inhibitors | 0.31% of 330,000 active; active = well fitted inhibition curve with a large enough effect; inconclusive = small, poorly fitted or top-dose-only effect; inactive = no such curve, though single readings can be large or run the other way; tested in mouse RAW 264.7 cells; note: % is set by controls: 0 for no effect and ±100 for the full control effect; nearly all actives have a fitted effect of over 55% in size
Rab9 prom act: activates the Rab9 promoter; Huh7 Rab9 promoter-luciferase reporter, luminescence, 24 h; AID 485297; Potency, µM (top dose mostly 9.22 µM), for the others: at the top dose activation, negative = inhibition, hits mostly activators; 2.8% of 320,000 active; note: % of control where 0% means no effect; nearly all actives have a fitted effect of over 60% in size
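Measured in stably transfected Huh7 cells bearing a Rab9 promoter–luciferase construct: 24 h compound treatment at 37 °C, followed by luminescence detection.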
NPC1 prom act: activators of NPC1 promoter; 2.4% of 320,000 active; AID 485313; Huh7 NPC1 promoter luciferase reporter, 24 h; Potency, µM (doses to about 9.22 µM), for the others: top-dose activation, hits mostly activators;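 note: % of control where 0% means no effect; nearly all actives have a fitted effect of over 60% in size; reporter is driven by a mutant NPC1 promoter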
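Luminescence read-out of NPC1 promoter-driven luciferase in stably transfected Huh7 cells; compounds delivered in DMSO and left 24 h at 37C, 5% CO2, qHTS titration format.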
BRCA1 expr up: activators of BRCA1 expression; 1.1% of 380,000 active; Potency, µM (series often up to 46.1 µM), for inactives: top-dose activation, actives largely listed as activators; MCF7-BRCA1-FFLuc reporter, luminescence, 48 h; response scale: scaled: vehicle 0%, 10 µM genistein 100%; AID 624202; note: nearly all actives have a fitted effect of over 80% in size; some results filed as inactive show a strong effect at the top dose
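48 h compound treatment of MCF7-BRCA1-FFLuc cells (phenol-red free MEM, 37 °C), then 15 min with luciferase substrate and luminescence imaging.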
CXXC DNA block: MLL CXXC-DNA interaction inhibition; AID 2662; Potency, µM (series often up to 115 µM), inactives show at the top dose activity change, negative = inhibition, hits mostly inhibitors; 0.037% of 290,000 active; Q03164; MLL-CXXC / FITC-HOXA9 DNA fluorescence polarization; active = well fitted inhibition curve with a large enough effect in the polarisation, with a control signal flat, not every such curve was filed as active; inconclusive = small, poorly fitted or top-dose-only effect, or effect the other way, or a change in a side signal; inactive = no such curve, though single readings can be large or run the other way; the % refers to the polarisation
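Purified MLL-CXXC (added from a 7 uM solution) was preincubated 5 min at ambient with pinned compounds in 50 mM Tris-HCl pH 7.5, 50 mM NaCl, 1 mM DTT, 0.05% BSA. Fluorescein-labeled HOX-A9 DNA (50 nM solution) followed, 30 min, then polarization read.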
ELG1 genotox: induces genotoxicity in HEK293T cells with luciferase-tagged ELG1; HEK293T ELG1-luciferase reporter, luminescence, 16 h; Potency, µM (top dose mostly 46 µM), without a hit: top-dose activity change, positive = activation, usual class: activators; 1.3% of 330,000 active; AID 504466; note: % of control where 0% means no effect; nearly all actives have a fitted effect of over 60% in size
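16 hr compound incubation (37 °C, 5% CO2) of HEK293T cells carrying luciferase-tagged ELG1; luciferase then measured by ONE-Glo luminescence after 30 min at RT.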
Gal4-VP16 FLuc: inhibits Gal4-VP16 luciferase reporter, ROR gamma counter-screen. 3.5% of 310,000 active. Drosophila S2 Gal4-VP16 UAS-luciferase, luminescence, 20 h. Potency, µM (doses to about 53.6 µM), for inactives: at the top dose activity, negative = inhibition, usual class: inhibitors;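 note: Gal4-VP16 expression switched on by copper sulfate through the metallothionein promoter; % is set by controls: 0 for no effect and ±100 for the full control effect; nearly all actives have a fitted effect of over 50% in size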
RORgamma inh: inhibitors of mouse ROR gamma transcriptional activity; P51450; Drosophila S2 Gal4-RORgamma UAS-luciferase reporter, 20 h; Potency, µM (doses to about 53.6 µM), without a hit: at the highest dose activity change, negative = inhibition, hits mostly inhibitors; 5.4% of 310,000 active; AID 2551; note: % is set by controls: 0 for no effect and ±100 for the full control effect; nearly all actives have a fitted effect of over 60% in size
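Stably transfected Drosophila Schneider cells are the test system, with ROR gamma fused to Gal4 and luciferase under UAS control; luminescence is read after 20 hr of 700 uM copper sulfate induction at ambient temperature.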
FLuc counter: firefly luciferase modulation, counter-screen for miR-21 project. P08659. purified FLuc, Km substrates, luminescence inhibition. Potency, µM (highest dose often 57.5 µM), for inactives: top-dose activity change, negative = inhibition, usual class: inhibitors. 6.9% of 360,000 active;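 note: plate controls were vehicle for no effect and reference inhibitor for full effect; nearly all actives have a fitted effect of over 55% in size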
Target sequence (P08659 whole entry, looked up): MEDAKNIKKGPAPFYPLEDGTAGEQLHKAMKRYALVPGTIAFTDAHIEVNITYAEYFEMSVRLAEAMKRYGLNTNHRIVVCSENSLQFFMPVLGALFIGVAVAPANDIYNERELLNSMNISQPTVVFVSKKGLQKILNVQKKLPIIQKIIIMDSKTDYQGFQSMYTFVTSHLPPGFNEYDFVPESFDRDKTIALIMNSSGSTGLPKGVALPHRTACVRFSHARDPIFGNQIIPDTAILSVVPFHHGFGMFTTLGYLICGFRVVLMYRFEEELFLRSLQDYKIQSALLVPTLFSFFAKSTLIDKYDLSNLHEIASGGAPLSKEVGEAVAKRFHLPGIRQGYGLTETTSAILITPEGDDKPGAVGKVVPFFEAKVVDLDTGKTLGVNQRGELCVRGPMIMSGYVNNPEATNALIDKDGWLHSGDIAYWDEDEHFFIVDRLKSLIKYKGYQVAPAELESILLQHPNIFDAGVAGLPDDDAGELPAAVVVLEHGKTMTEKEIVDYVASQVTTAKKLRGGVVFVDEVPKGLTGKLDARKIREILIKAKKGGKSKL
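Purified P. pyralis luciferase (10nM final) with 10uM D-luciferin and 10uM ATP (Km levels) in 50mM Tris acetate pH 7.5, 10mM Mg acetate, 0.01% Tween-20, 0.05% BSA; qHTS 6-point titration, ~60 µM downward; luminescence read.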
* marks the source's active call; other numbers are inactive results; ? = inconclusive; / = no result given; & = joins results of further samples; [ ] = dose if it differs, or a comment. Unless noted, calls come from the whole dose curve; as a rule, active = well fitted curve in the direction sought with a large enough effect; inconclusive = small, poorly fitted or top-dose-only effect, or another doubt; inactive = no such curve, though single readings can be large; an effect the other way counts as inactive or inconclusive. Potency is the fitted concentration of half-maximal effect. Not all compounds are listed; rates above refer to the full screens.

SMILES,FLuc counter,Gal4-VP16 FLuc,BRCA1 expr up,RORgamma inh,uPA surface inh,p53 reactivator,ELG1 genotox,CXXC DNA block,MBNL1-CUG inh,NPC1 prom act,Rab9 prom act
O=[N+]([O-])c1cc(S(=O)(=O)N2CCCC2)ccc1NN=C1CCCCC1,4.7%,0.0%,2.9%,-20.8%,6.3%,-4.4%,-0.1%,0.6%,/,-2.5%,-0.1%
COc1ccccc1CN(C)CC(=O)Nc1ccc(Cl)cc1F,-6.3%,-4.1%,-15.5%,20.8%,-4.2%,-4.0%,2.1%,-1.3%,1.1%,-5.5%,-5.4%
Cc1nc(-c2cc(C#N)c(Sc3ccc(Cl)cc3Cl)nc2C)cs1,0.0%,-2.3%,-38.3%,30.8%,2.3%,3.8%,-3.8%,-0.4%,/,1.1%,1.2%
O=C(N1CCOCC1)N1CCN(CC(O)COc2ccc3ccccc3c2)CC1 (configuration not stated),0.5%,-0.7%,-13.8%,?,-2.5%,3.3%,-0.9%,-0.9%,0.3%,-1.2%,-2.1%
CC(CNC(=O)c1cccc(Br)c1)n1cncn1 (configuration not stated),0.2%,-11.0%,-32.8%,-9.1%,4.7%,1.0%,0.6%,-9.3%,-4.0%,-1.5%,7.2%
O=C1CC(=O)N(Cc2ccco2)C(=S)N1,4.6%,2.0%,-19.1%,11.7%,-0.9%,0.4%,2.6%,6.8%,-3.1%,0.0%,1.5%
O=C(COc1ccc2c3c(c(=O)oc2c1)CCC3)Nc1ccccn1,0.269µM*,-4.6%,8.2%,6.6%,-4.2%,?,1.64µM*,20.8%,-3.6%,0.398µM*,5.01µM*
O=C(CN1C(=O)CC(c2ccco2)Sc2ccccc21)Nc1ccccc1F (configuration not stated),-2.9%,-6.7%,0.0%,?,?,-2.4%,-0.8%,-8.1%,-7.5%,-0.6%,1.1%
COC(=O)c1ccccc1NC(=O)COC(=O)[C@H](C)NC(N)=O,3.4%,-4.9%,1.1%,9.1%,0.8%,0.6%,0.2%,-8.5%,-20.9%,1.9%,2.8%
O=C(CCn1ccc2cc(S(=O)(=O)N3CCCC3)ccc21)NCc1ccccc1F,4.6%&-3.2%,-20.2%,5.2%,0.2%,11.9%,8.6%,-2.9%,-11.6%,-2.7%,-1.0%,3.0%
COc1ccc(NC(=O)c2ccccn2)cc1S(=O)(=O)N1CCOCC1,-4.5%,4.8%,-8.8%,-4.4%,3.3%,-1.7%,0.0%,14.2%,-10.2%,-2.7%,-2.3%
Cc1cccc(Nc2c([N+](=O)[O-])ccc3nonc23)c1C,-2.2%,16.1%,2.6%,8.9%,-0.1%,-0.7%,12.0%,5.8%,?,-1.8%,-9.3%
COc1cccc(C(C(=O)NC(C)(C)C)N(Cc2ccc(F)cc2)C(=O)CCC(=O)Nc2cc(C)on2)c1OC (configuration not stated),2.4%,4.6%,-19.5%,-10.4%,2.3%,-4.9%,-7.3%,-4.7%,-2.1%,1.7%,5.7%
Cc1ccc(S(=O)(=O)N2CCN(C(=O)C(C)Cn3cncn3)CC2)cc1C (configuration not stated),-1.3%,-8.1%,-5.4%,-12.4%,-3.6%,5.5%,-1.6%,3.5%,-0.1%,-2.4%,-2.7%
CCCCCNC(=O)c1ccc2c(=O)n(CCOC)c(=O)[nH]c2c1,4.3%,7.9%,-4.3%,?,1.1%,4.1%,0.1%,-10.4%,1.0%,3.2%,-1.3%
Cc1ccc(NC(=O)c2cc(S(=O)(=O)N3CCOCC3)cn2C)cc1F,4.9%,2.2%,-5.0%,4.5%,-0.6%,/,-0.2%,/,2.7%,-6.9%,-0.5%
COCC(O)CSc1c([N+](=O)[O-])nc(C)n1Cc1ccc(OC)c([N+](=O)[O-])c1 (configuration not stated),4.3%,-5.4%,-15.5%,?,2.1%,6.3%,4.7%,11.0%,?,-1.2%,-3.1%
Cc1cccc(N(Cc2ccccc2)C(=O)c2cc(S(=O)(=O)N3CCOCC3)ccc2F)c1,-0.5%,/,-28.5%,/,1.2%,-6.5%,-1.4%,/,/,-2.0%,-3.0%
Cn1c(=O)c2ccccc2n2c(CCl)nnc12,0.9%,-0.1%,-52.7%,-21.8%,-0.7%,-16.3%,-18.1%,14.1%,-3.2%,-7.0%,1.7%
COc1ccc(S(=O)(=O)N2CCN(C)CC2)cc1C(=O)Nc1ccccc1,2.7%,/,-2.0%,/,-2.6%,/,1.9%,-0.4%,0.4%,2.6%,-0.2%
CN(C)C(=O)COn1c(SCC(=O)N(C)C)nc2ccccc2c1=O,-1.6%,-9.6%,-0.8%,17.4%,-0.4%,3.8%,0.0%,1.4%,5.1%,2.1%,1.5%
CN1CCN(Cc2nc3ccccc3c(=O)n2Cc2nc(-c3ccc4ccccc4c3)cs2)CC1,-1.1%,?,-96.1%&-79.3%,?,0.7%&-12.8%,23.8%,-10.0%,21.2%,43.6%[activator],-3.2%,-8.2%
CC(=O)[C@@H]1[C@@H](C(=O)c2ccccc2)[C@]2(C(=O)Nc3ccccc32)[C@H]2C=Cc3cc(F)ccc3N12,-5.4%,?,-31.4%,?,-9.7%,-1.8%,-6.6%,11.7%,27.6%,1.0%,-6.0%
CC(C(=O)OCC(=O)c1cccc([N+](=O)[O-])c1)N1C(=O)C2C3CCC(C3)C2C1=O (configuration not stated),1.9%,-3.9%,4.1%,3.2%,-13.3%,-2.1%,-0.5%,9.5%,/,-7.6%,3.0%
COc1cccc(N2CCN(CC(=O)c3c(C)[nH]c4ccccc34)CC2)c1,-18.9%,-3.1%,-42.3%,12.3%,/,-3.0%,-4.3%,?,-4.1%,0.1%,-2.3%
CCCN(CCC)S(=O)(=O)c1ccc(C(=O)N2CC3CCC(CC3)C2)cc1,1.9%,4.4%,-16.7%,0.0%,7.5%,-0.7%,-6.0%,-25.4%,-5.9%,-1.9%,-2.2%
NNC(=O)CN1CCCc2ccccc21,12µM*,27.2%,2.3%,8.0%,2.0%,7.5%,?,16.5%,-2.2%,-2.2%,3.0%
Cc1cc(N2C(=O)C(O)=C(C(=O)c3cc4ccccc4o3)C2c2ccc([N+](=O)[O-])cc2)no1 (configuration not stated),0.5%,-3.7%,-21.2%,41.6%,-5.3%,-5.5%,5.3%,0.0%,7.4%,-12.9%,2.1%
Cc1ccc(S(=O)(=O)N(CCCN2CCCC2=O)Cc2cc3c(C)ccc(C)c3[nH]c2=O)cc1,-13.6%,-7.2%,-0.1%,30.7%,-1.4%,-1.6%,-6.7%,-2.5%,-10.1%,0.6%,-3.5%
CSc1ncccc1C(=O)OCC(=O)NC1CCC(C)CC1 (configuration not stated),-4.3%,/,-2.3%,/,-20.7%,4.0%,0.9%,/,/,-0.5%,-8.4%
COc1ccc(S(=O)(=O)N2CCN(C(=O)c3ccc([N+](=O)[O-])o3)CC2)cc1,3.7%,-0.9%,-71.2%,?,-3.5%,?,-8.1%,15.4%,?,-7.6%,16.8%
CC(=O)c1cccc(NC(=O)C2CCCN(S(=O)(=O)c3cccc4cccnc34)C2)c1 (configuration not stated),-1.4%,-1.3%,4.9%,3.8%,2.6%,-2.9%,-16.5%,3.7%,-0.7%,-1.8%,5.0%
CCOC(=O)C1=C(C)c2ccccc2OC1(C(=O)OCC)C(C)C (configuration not stated),/,-2.9%,-19.3%,?,11.8%,1.4%,-0.9%,/,/,/,/
C=CCn1nnnc1SCC(=O)Nc1cccc(OC)c1,-2.7%,17.4%,-2.0%,19.2%,/,4.7%,8.6%,-7.9%,-14.6%,1.2%,0.3%
O=S(=O)(c1cccc2cccnc12)N(CCO)CCO,0.7%,-1.1%,-0.7%,-5.1%,11.6%,13.8%,1.9%,-6.8%,14.1%,-0.2%,1.4%
CCOc1ccc(CCNC(=O)COC(=O)c2cc(OC)c(OC)cc2[N+](=O)[O-])cc1OCC,3.2%,/,-19.2%,/,2.4%,4.4%,-3.1%,/,/,-4.7%,-8.2%

Entries of single compounds, looked up by structure:
O=S(=O)(c1cccc2cccnc12)N(CCO)CCO is entered as FLuc counter = 0.7%; Gal4-VP16 FLuc = -1.1%; BRCA1 expr up = -0.7%; RORgamma inh = -5.1%; uPA surface inh = 11.6%; p53 reactivator = 13.8%; ELG1 genotox = 1.9%; CXXC DNA block = -6.8%; MBNL1-CUG inh = 14.1%; NPC1 prom act = -0.2%; Rab9 prom act = 1.4%
C=CCn1nnnc1SCC(=O)Nc1cccc(OC)c1 is entered as FLuc counter = -2.7%; Gal4-VP16 FLuc = 17.4%; BRCA1 expr up = -2.0%; RORgamma inh = 19.2%; uPA surface inh = /; p53 reactivator = 4.7%; ELG1 genotox = 8.6%; CXXC DNA block = -7.9%; MBNL1-CUG inh = -14.6%; NPC1 prom act = 1.2%; Rab9 prom act = 0.3%
